HCV inhibitor: inhibitors of hepatitis C virus infection | Huh7.5.1 HCVcc-Cre infection, luciferase reporter, 44 h | Potency, µM (highest dose often 41.8 µM), for the others: at the highest dose activity change, negative = inhibition, actives largely listed as inhibitors | 340,000 tested, 3.4% active | AID 651820; note: potency is the fitted concentration of half-maximal effect; % is set by controls: 0 for no effect and ±100 for the full control effect
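Cells seeded at 1,000/well and cultured 4 h, then compounds added followed by HCVcc-Cre virus (~0.5 moi). After 44 h further culture, luciferase substrate was added, plates held 15 min at room temperature, and luminescence read for 15 sec.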
Tb PYK inh: inhibitors of Trypanosoma brucei pyruvate kinase; Q57TT1; TbPYK enzyme, Kinase-Glo Plus ATP luminescence, 45 min; Potency, µM (doses to about 76.8 µM), for the others: top-dose activity, negative = inhibition, actives largely listed as inhibitors; 410,000 tested, 0.12% active; AID 624173; note: potency is the fitted concentration of half-maximal effect; % is set by controls: 0 for no effect and ±100 for the full control effect; nearly all actives have a fitted effect of over 50% in size
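Enzyme and substrate buffer are dispensed first and compound is pin-transferred. ADP at 130 uM final then starts the reaction, which runs 45 min at room temperature. Detection reagent is added for 10 min before luminescence is imaged.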
Shiga inhibitor: blocks Shiga toxin action in Vero cells. inhibition, % at 38.7 µM. 290,000 tested, 9.2% active. Vero cells, Shiga toxin protein synthesis inhibition reporter; in the data active = inhibition mostly above about 28%, no sharp cut-off; inactive = mostly below about 43%; note: 0% is about no effect
LmPK inhibitor: inhibitors of Leishmania mexicana pyruvate kinase; purified LmPK, Kinase-Glo ATP luminescence, 1 h; Potency, µM (titrated, usually from 57.5 µM), for inactives: top-dose activity change, negative = inhibition, hits mostly inhibitors; 290,000 tested, 0.37% active; AID 1721; note: potency is the fitted concentration of half-maximal effect; % is set by controls: 0 for no effect and ±100 for the full control effect
Target sequence (Q27686 whole entry, looked up): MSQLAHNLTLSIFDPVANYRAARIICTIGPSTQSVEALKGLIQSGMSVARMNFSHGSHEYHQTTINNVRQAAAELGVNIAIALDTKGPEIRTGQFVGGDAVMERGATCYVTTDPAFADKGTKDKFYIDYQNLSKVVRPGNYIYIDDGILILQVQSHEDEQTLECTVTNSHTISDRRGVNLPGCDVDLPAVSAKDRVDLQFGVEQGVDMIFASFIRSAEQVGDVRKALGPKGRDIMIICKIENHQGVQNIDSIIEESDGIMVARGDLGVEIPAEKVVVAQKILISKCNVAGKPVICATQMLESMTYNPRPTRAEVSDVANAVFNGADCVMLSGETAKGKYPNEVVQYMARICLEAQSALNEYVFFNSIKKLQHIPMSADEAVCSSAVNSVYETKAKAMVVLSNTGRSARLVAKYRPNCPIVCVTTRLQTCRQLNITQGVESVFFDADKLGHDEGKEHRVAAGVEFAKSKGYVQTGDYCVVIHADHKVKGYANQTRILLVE
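ATP generated from ADP (0.1 mM) and PEP (0.5 mM) by 0.1 nM LmPK over 1 h at room temperature (pH 7.2 imidazole buffer) was detected by coupled luciferase luminescence. Values were normalized to uninhibited and no-enzyme wells.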
CHX counter: counter-screen hit for Shiga toxin inhibitors, cycloheximide; cell reporter, cycloheximide protein synthesis inhibition counterscreen; 300,000 tested, 12% active; max response, %; in the data active = max response mostly above about 13%, no sharp cut-off; inactive = mostly below about 14%; note: read at 38.3 µM for the half of the compounds with a filed dose; 0% is about no effect
Pf growth 96h: inhibits malaria parasite growth, 96 h; P. falciparum luciferase reporter growth, 96 h; Potency, µM (highest dose often 28.7 µM), for inactives: at the top dose activity change, negative = inhibition, actives largely listed as inhibitors; 320,000 tested, 6.9% active; AID 504834; note: potency is the fitted concentration of half-maximal effect; % is set by controls: 0 for no effect and ±100 for the full control effect
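96 h incubation, 37 C, 5% CO2, of luciferase-reporter P. falciparum-infected RBCs (2% hematocrit, 0.05% parasitemia final) with test compounds; endpoint luminescence.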
Pf growth 48h: inhibits P. falciparum growth in the first generation, 48 h; P. falciparum luciferase growth in erythrocytes, 48 h; Potency, µM (titrated, usually from 28.7 µM), for inactives: at the top dose activity change, negative = inhibition, hits mostly inhibitors; 310,000 tested, 5.9% active; AID 504832; note: potency is the fitted concentration of half-maximal effect; % is set by controls: 0 for no effect and ±100 for the full control effect
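Growth was read as firefly luciferase luminescence after a 48 h, 37 C, 5% CO2 exposure of compounds to reporter-bearing P. falciparum cultures (0.1% parasitemia, 2% hematocrit final) in Albumax-supplemented RPMI 1640.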
Active calls of the source: *; ? = inconclusive; . = no result given; & = joins results of further samples; [ ] = dose if it differs, or a comment. Unless noted, calls come from the whole dose curve; as a rule, active = well fitted curve in the direction sought with a large enough effect; inconclusive = small, poorly fitted or top-dose-only effect, or another doubt; inactive = no such curve, though single readings can be large; an effect the other way counts as inactive or inconclusive.

no. | Structure | HCV inhibitor | Tb PYK inh | Shiga inhibitor | LmPK inhibitor | CHX counter | Pf growth 96h | Pf growth 48h
1 | Cc1sc(N)c(C(=O)c2ccccc2Cl)c1C | ? | -5% | 10 | -3% | -1 | -1% | 2%
2 | Cc1ccc(S(=O)(=O)C(CNC(=O)C(C)C)c2cccs2)cc1 (configuration not stated) | 22% | -5% | -10 | 4% | -1 | 27% | 4%
3 | CC(=O)c1ccccc1NS(=O)(=O)c1cccc2nonc12 | 3% | 7% | -6 | 0% | -4 | 56%[activator] | 14%
4 | CCOc1c2ccc(C(=O)NC3CCCc4ccccc43)cc2nn1C (configuration not stated) | ? | -2% | -13 | -1% | 13 | 0% | 25%
5 | Cc1cc(C)c(NC(=O)C2CCCN2C(=O)NC2CCCCC2)c(C)c1 (configuration not stated) | 16% | 0% | -5 | -4% | -5 | 24% | -23%
6 | Cc1nc2ccc(NS(=O)(=O)c3c(C)c(C)cc(C)c3C)cc2s1 | 16µM* | -5% | 46 | 2% | 0 | -19% | ?
7 | CCOC(=O)CN1CC23C=CC(O2)C(C(=O)N2CCN(c4ccc(F)cc4)CC2)C3C1=O (configuration not stated) | 5%&13% | 2% | -8 | -6% | -4 | 10% | 3%
8 | O=C(Cn1cc2c(n1)CCCCC2)N1CCc2ccccc2C1 | 4% | 4% | 5 | -3% | -3 | -22% | 1%
9 | CN(Cc1ccco1)S(=O)(=O)c1ccc2c(c1)CCN2C(=O)CCC(=O)O | 19% | 4% | -17 | 1% | -4 | 13µM* | -16%
10 | COc1cc(OC)c2c(c1)S(=O)(=O)C(c1ccccc1)=C2N | ? | 2% | 22 | 6% | -4 | ? | ?
11 | Cc1ccc(NCc2nnc(SCC(=O)c3ccccc3)n2Cc2ccco2)c(C)c1 | -70% | -16% | 27 | 0% | 1 | ? | -14%
12 | COc1ccc(S(=O)(=O)NC(N)=NCCc2ccc(OC)c(OC)c2)cc1C | 4% | 2% | -4 | 11%[11.5 µM] | 2 | 20% | 10%
13 | COC(=O)c1ccc(NC(=O)N2CCC(O)(c3cccnc3)CC2)cc1 | 18% | -11% | -11 | 3% | 10 | 2% | -2%
14 | Cc1cc(NC(=O)CCC(=O)N(CC(=O)NCC2CCCO2)c2ccccc2)no1 (configuration not stated) | 10% | -15% | -10 | -9% | -2 | 5% | 4%
15 | COC(=O)CCc1c(C)c(C(=O)c2ccc(F)cc2)c2ccccn12 | -23% | -8% | 16 | 4% | -2 | -4% | 22%
16 | Cc1cc(OCCOc2cccc3cccnc23)c(C)cc1Cl | 7% | 1% | 0 | 0% | 2 | -29% | .
17 | O=C(c1cccc(Oc2ccc([N+](=O)[O-])cc2Cl)c1)N1CCOCC1 | ? | 6% | -8 | -9% | -3 | ? | 10%
18 | CS(=O)(=O)Nc1ccc(C2=NN(C(=O)c3ccco3)C(c3ccccc3)C2)cc1 (configuration not stated) | -6% | 5% | 2 | 2% | 0 | ? | -17%
19 | CCCOC(=O)NC(CC)COC(=O)Nc1cc(C)ccc1C (configuration not stated) | -28% | -1% | 17 | -1% | -3 | 3% | 9%
20 | CC(C)CCNC(=O)c1ccc(CS(=O)(=O)Cc2ccccc2F)o1 | -9% | 2% | 3 | 9% | -3 | -2% | -23%
21 | Cc1cc(NC(=O)c2ccco2)c(=O)n(Cc2c(F)cccc2Cl)c1 | -12% | 3% | 2 | 0% | -2 | -11% | 0%
22 | CCOC(=O)c1c(C)oc2ccc(NS(=O)(=O)c3ccc4c5c(cccc35)C(=O)N4)cc12 | ? | -22% | 1 | 1% | 0 | -4% | -27%
23 | O=C(c1cccc(S(=O)(=O)NCc2ccccc2)c1)N1CCCC1 | 16% | 3% | 14 | 2% | -4 | -3% | 37%[activator]
24 | COc1ccc(N=Cc2c(O)n(Cc3cccs3)c(=O)[nH]c2=O)cc1 | 5% | -1% | -13 | 6% | -2 | 1% | 13%
25 | CC1CCCCN1C(=O)Cn1c(=O)n(CCC(=O)NCc2ccco2)c(=O)c2sccc21 (configuration not stated) | 11% | 1% | -5 | 9% | -7 | -8% | 3%
26 | CC(C#N)Sc1ncnc2sc(-c3ccccc3)cc12 (configuration not stated) | 10% | -6% | 24 | -4% | 15 | -20% | -12%
27 | CCC/C(=N\NC(=O)c1ccco1)c1ccc(Cl)s1 | ? | 7% | 19 | -11% | 22* | 13µM* | -28%
28 | COc1ccccc1NC(=O)CSc1nc(O)c(Cc2ccccc2)c(=O)[nH]1 | 1% | 5% | 22 | -2% | -1 | . | 7%
29 | Cc1cc(NC(=O)CSCC(=O)Nc2cc(Cl)ccc2N2CCN(C)CC2)no1 | 0% | 4% | . | . | . | ? | ?
30 | CCCc1cc(=O)[nH]c(SCC(=O)N(C)C2CCCCC2)n1 | 3% | -2% | . | . | . | -24% | ?
31 | N#CC1(C#N)COC23CCCCC2C1(C#N)C(=N)O3 (configuration not stated) | -19% | 4% | -3 | 2% | -2 | -22% | -22%
32 | COc1cccc(OC)c1C(=O)N1CCN(c2ccccn2)CC1 | -12% | -5% | 15 | -2% | -1 | . | 32%[activator]
33 | Cc1ccc(NC(=O)Nc2cccc(C(F)(F)F)c2)nc1 | 0% | 0% | 52 | 3% | 10 | ? | 3%
34 | Cc1cccc(NC(=O)C2(c3ccc([N+](=O)[O-])cc3)CCCC2)c1 | -3% | 0% | -8 | -2% | 3 | 162%[activator] | ?
35 | Cc1c(O)ccc2c(=O)c(-c3nncn3-c3ccccc3)coc12 | 16% | -1% | -10 | -2% | -3 | 25% | 3%
36 | Cc1cccc(Nc2nc3ccccc3n3nnnc23)c1 | -11% | -5% | 13 | 10% | 8 | 18% | ?
37 | CCOC(=O)c1nc2ccccc2nc1C | 31%[activator] | 3% | -1 | -3% | -2 | -7% | -5%
38 | Cc1cc(NC(=O)COC(=O)CCS(=O)(=O)c2ccc(C)c(C)c2)no1 | 25% | 7% | -18 | -2% | -5 | 13% | 10%
39 | Cc1ccc(C(=O)NNC(=O)c2cccc(C)c2)cc1 | 17% | 2% | -5 | 1% | -2 | 3% | 12%
40 | Cc1ccccc1C(=O)NC(=S)Nc1ccc(N2CCN(C(=O)c3ccccc3)CC2)cc1 | 11µM* | -2% | -16 | 6% | -3 | ? | -9%
41 | O=C(CN(C1CC1)S(=O)(=O)c1ccc(S(=O)(=O)N2CCCCCC2)cc1)Nc1ccccc1 | -3% | -1% | 9 | 3% | -5 | ? | -12%
42 | COc1ccc(-c2noc(CCC(=O)O)n2)cc1 | 11% | 4% | 13 | 5% | 4 | ? | 0%
43 | CCOC(=O)c1ccc(NC(=O)Oc2cc(C)c(Cl)cc2C(C)C)cc1 | -3% | -1% | -4 | 1% | -1 | ? | 14%
44 | CC(C)c1ccc2nc(NC(=O)C3CC3)sc2c1 | -12% | 3% | 70* | -3% | 52* | 264%[activator] | 109%[activator]
45 | Cc1noc(C)c1COc1ccc(C(=O)OCC(N)=O)cc1 | 2% | 1% | 4 | 1% | 6 | 43%[activator] | 350%[activator]
46 | O=C(C1CCN(S(=O)(=O)c2cccnc2)CC1)N1CCN(c2cccc(Cl)c2)CC1 | -26% | 8% | -7 | 9% | -1 | 34%[activator] | .
47 | CC(C)=NOCC(=O)Nn1c(COc2ccccc2)nc2ccccc2c1=O | 15% | -7% | -24 | -1% | -3 | -27% | 15%
48 | CCOc1ccc2ccccc2c1/C=N/NC(=O)CC1(C)OCCCO1 | -5% | 8% | 13 | 1% | 12 | 39%[activator] | 49%[activator]
49 | CN1CCCN(c2ncnc3scc(-c4ccc(F)cc4)c23)CC1 | ? | -2% | -10 | 5% | -1 | -1% | 5%
50 | COc1ccc(NC(=O)CC2C(=O)N(c3ccccc3)C(=O)N2Cc2ccco2)cc1 (configuration not stated) | 12% | 2% | -10 | 4% | -9 | 93%[activator] | 9%

Along the list, quoted from above.
Entries 41 to 50 in Tb PYK inh, in turn: -1%, 4%, -1%, 3%, 1%, 8%, -7%, 8%, -2%, 2%
Entries 41 to 50 in Pf growth 48h, in turn: -12%, 0%, 14%, 109%[activator], 350%[activator], ., 15%, 49%[activator], 5%, 9%
Entries 41 to 50 in Pf growth 96h, in turn: ?, ?, ?, 264%[activator], 43%[activator], 34%[activator], -27%, 39%[activator], -1%, 93%[activator]

The list goes on.
no. | Structure | HCV inhibitor | Tb PYK inh | Shiga inhibitor | LmPK inhibitor | CHX counter | Pf growth 96h | Pf growth 48h
51 | COc1cc(C(=O)NCc2ccccn2)ccc1OCc1c(C)noc1C | 4% | -6% | -6 | -2% | -3 | ? | .
52 | COC(=O)c1c(NC(=O)COc2ccc(Cl)cc2)sc2c1CC(C)(C)NC2(C)C | 11µM* | 3% | -8 | 1% | 6 | ? | ?
53 | CCCn1c(C)cc(/C=C(\C#N)C(=O)OCC(=O)NC(=O)NC(C)(C)C)c1C | ? | 1% | 7 | 6% | 12 | . | 24%
54 | CC(C)c1ccc(N(C(=O)c2csnn2)C(C(=O)NC(C)(C)C)c2ccncc2)cc1 (configuration not stated) | 12% | 3% | 33 | 1% | 35* | 16% | 43%[activator]
55 | CCCCOCCCNC(=O)c1ccc(OCC)cc1 | 6% | 3% | -8 | 10% | -4 | -24% | .
56 | O=c1c2ccccc2nc(SCc2cn3ccsc3n2)n1-c1ccccc1F | ? | -8% | 41* | -11% | 30* | . | ?
57 | COCCN(C(=O)COC(=O)C12CC3CC(CC(Cl)(C3)C1)C2)c1c(N)n(Cc2ccccc2)c(=O)[nH]c1=O | 15% | -5% | . | . | . | ? | 12µM*
58 | COc1ccccc1/C=C/C(=O)NCC(=O)N/N=C/c1cc(Br)ccc1OC | ? | -5% | -3 | -1% | -3 | . | -14%
59 | Cc1cccc(OCC(=O)NNC(=O)c2ccccc2OCc2c(C)noc2C)c1 | -6% | 0% | . | . | . | ? | ?
60 | COCCNC(=S)Nc1ccc(N2CCCCC2)cc1 | 11% | -21% | 41 | -3% | 15 | 162%[activator] | 23%
61 | COc1ccc(-n2cccc2/C=C2\C(=N)N3N=C(C(C)C)SC3=NC2=O)cc1 | -3% | 1% | -6 | -3% | -2 | ? | 30%
62 | O=C(NN1CCOCC1)c1ccc(Cl)c(Cl)c1 | 7% | 6% | -13 | -6% | 10 | ? | 18%
63 | CCOC(=O)c1c(NC(=O)CN(CC)CC)sc2c1CCC2 | ? | -4% | -10 | 2% | -2 | 33%[activator] | 12µM*
64 | CC(=O)c1cccc(NC(=O)CN(c2ccc(C)cc2)S(=O)(=O)c2cccc3nonc23)c1 | -30% | -2% | -2 | -1% | -1 | ? | ?
65 | Cc1ccc2nc(N(CCCN(C)C)C(=O)c3sc4ccccc4c3Cl)sc2c1 | ? | -7% | 18 | 2% | 22 | -15% | 33%[activator]
66 | CSc1cccc(NC(=O)Cc2ccccc2[N+](=O)[O-])c1 | -9% | -4% | 58 | 1% | 19 | -20% | 33%[activator]
67 | O=C(CNCCc1ccccc1)N1CCc2ccccc2C1 | 0% | 1% | 2 | 13% | 14 | 8% | 10%

Entries from the list above that have a tert-butyl group:
no. | Structure | HCV inhibitor | Tb PYK inh | Shiga inhibitor | LmPK inhibitor | CHX counter | Pf growth 96h | Pf growth 48h
53 | CCCn1c(C)cc(/C=C(\C#N)C(=O)OCC(=O)NC(=O)NC(C)(C)C)c1C | ? | 1% | 7 | 6% | 12 | . | 24%
54 | CC(C)c1ccc(N(C(=O)c2csnn2)C(C(=O)NC(C)(C)C)c2ccncc2)cc1 (configuration not stated) | 12% | 3% | 33 | 1% | 35* | 16% | 43%[activator]
